# GRK2 aptamer HTS = blocks RNA aptamer binding to human GRK2 | P25098 | bead flow cytometry, FAM-aptamer displacement from GRK2 | inhibition of aptamer binding, % at 10 µM | 0.59% of 330,000 active;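 active = inhibition of aptamer binding above 40%, roughly 3 SD of noise, on plates passing a quality check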;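 note: median bead fluorescence of bound FAM aptamer so fluorescent compounds give negative values; no value below 0 was filed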
# Target sequence (P25098 whole entry, looked up): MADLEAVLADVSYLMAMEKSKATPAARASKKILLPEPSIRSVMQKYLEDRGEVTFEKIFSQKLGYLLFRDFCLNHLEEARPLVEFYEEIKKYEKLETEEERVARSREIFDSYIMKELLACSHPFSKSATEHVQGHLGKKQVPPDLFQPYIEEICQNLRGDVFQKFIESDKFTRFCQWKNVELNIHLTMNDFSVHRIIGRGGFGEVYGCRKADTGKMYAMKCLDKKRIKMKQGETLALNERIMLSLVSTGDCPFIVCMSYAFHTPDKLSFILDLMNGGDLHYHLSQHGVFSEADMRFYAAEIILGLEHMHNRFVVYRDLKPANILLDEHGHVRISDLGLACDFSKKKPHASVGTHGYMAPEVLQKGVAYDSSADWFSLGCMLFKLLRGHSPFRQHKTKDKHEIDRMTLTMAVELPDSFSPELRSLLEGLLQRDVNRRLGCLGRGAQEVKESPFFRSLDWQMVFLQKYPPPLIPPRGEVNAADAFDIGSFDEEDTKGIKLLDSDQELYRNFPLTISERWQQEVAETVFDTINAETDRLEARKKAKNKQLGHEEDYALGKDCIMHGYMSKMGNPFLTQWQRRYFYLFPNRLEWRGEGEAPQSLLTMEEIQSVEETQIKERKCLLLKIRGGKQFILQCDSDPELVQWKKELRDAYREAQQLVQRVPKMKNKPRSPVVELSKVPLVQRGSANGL
# GLD-1 RNA inh = GLD-1-TGE RNA interaction inhibition (C. elegans) | Q17339 | purified GLD-1 + fluorescein TGE RNA, fluorescence polarization | inhibition, % at 5.96 µM | 0.44% of 320,000 active | AID 2280;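 active = percent inhibition above a per-plate cutoff, the plate mean of test compounds plus 3 SD, cut at about 30% in these data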;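 note: 0% = DMSO wells with GLD-1 and probe and 100% = wells lacking GLD-1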
# AGP1-GFP MLPCN = alters AGP1-GFP fluorescence in TOR pathway yeast screen. S. cerevisiae AGP1-GFP multiplex flow cytometry, 3 h; GFP as percent of DMSO wells. GFP response vs DMSO, % at 10 µM. 0.02% of 320,000 active. AID 2066;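 active = GFP response relative to DMSO above a set limit, near screen average plus 3 SD, cut at about 150% in these data; inconclusive = fewer than 70 cells counted for the yeast strain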;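 note: median GFP channel fluorescence of the gated AGP1 strain per well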
# MCL1 BIM primary = MCL1-BIM-BH3 interaction inhibition (human) | inhibition, % at 10.9 µM | Q07820 | 0.68% of 320,000 active | GST-MCL1 / FITC-Bim-BH3 fluorescence polarization;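 active = inhibition above the mean inhibition of all tested compounds plus 3 SD, set per campaign, cut at about 40% in these data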;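 note: 0% = DMSO wells and 100% = unlabeled Bim-BH3 peptide control; higher means more loss of mP so more displacement of Bim peptide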
# BCLXL inh = Bcl-xL (human) inhibition. Q07817. GST-Bcl-xL / FITC-Bim BH3 peptide fluorescence polarization. inhibition, % at 10.9 µM. 0.7% of 320,000 active. AID 2129;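 active = inhibition above the mean of all tested compounds plus 3 SD, cutoff set per campaign, cut at about 30% in these data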;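 note: 0% = DMSO wells and 100% = unlabeled Bim-BH3 peptide competitor; inhibitors lower millipolarization by displacing the labeled peptide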
# Target sequence (Q07817 whole entry, looked up): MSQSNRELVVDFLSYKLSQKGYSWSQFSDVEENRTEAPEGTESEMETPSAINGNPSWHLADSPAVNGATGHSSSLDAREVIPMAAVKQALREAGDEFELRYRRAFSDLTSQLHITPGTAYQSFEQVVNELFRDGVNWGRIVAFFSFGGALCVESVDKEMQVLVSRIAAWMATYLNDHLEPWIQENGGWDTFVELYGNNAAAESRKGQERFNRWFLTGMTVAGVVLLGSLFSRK
# Yeast superoxide = caloric restriction mimetics inhibiting age-related superoxide in yeast; S. cerevisiae aged cells, superoxide DHE fluorescence; stronger effect = lower value; 0.18% of 330,000 active; superoxide response (% of plate mean), % at 10 µM; AID 2690;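 active = superoxide response under a set limit, about three screen SD below normal, cut at about 65% in these data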;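 note: yeast aged for seven days with compound at 30 °C before DHE staining; 100% = average MFI of all compound-treated wells on the plate with controls excluded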
# CIT2 TOR yeast = modulators of TOR pathway CIT2-GFP in S. cerevisiae; GFP response vs DMSO, % at 10 µM; S. cerevisiae CIT2-GFP strain, flow cytometry, 3 h; 100 means same as DMSO wells; 0.065% of 320,000 active;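 active = GFP response relative to DMSO above a set limit, near the screen mean plus 3 SD, cut at about 150% in these data; inconclusive = Fewer than 70 cells measured for a yeast strain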;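 note: ratio of well median GFP fluorescence to mean of DMSO wells on the plate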
# VLA-4 inh = inhibition in a human VLA-4 binding assay. P13612. AID 2557. 0.2% of 330,000 active. inhibition, % (about 7 µM as worked out from the volumes in the protocol). VLA-4 expressing cells, ligand binding flow cytometry; in the data active = inhibition above about 50%
# MEX-5 binding = C. elegans MEX-5 TCR-2 RNA binding activity; activity score (negative = inhibition of binding), % at 10 µM; Q9XUB2; 0.38% of 300,000 active; MEX-5/FITC-TCR2 RNA binding, fluorescence polarization; stronger effect = lower value;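 active = inhibition past about -25% in most replicates, and total fluorescence under double the plate's negative control median, limit read from the data; inconclusive = replicates evenly split on the limit, or fluorescence at least double controls; inactive = too little inhibition in most replicates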;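 note: 0% = DMSO and -100% = 5 µM competing unlabeled TCR2 RNA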
# Numbers without * were called inactive; ? = inconclusive; · = no result given; [ ] = another dose, or the depositor's remark. An unsorted share of the library. Share with any hit: about 2.1%.
SMILES,GRK2 aptamer HTS,GLD-1 RNA inh,AGP1-GFP MLPCN,MCL1 BIM primary,BCLXL inh,Yeast superoxide,CIT2 TOR yeast,VLA-4 inh,MEX-5 binding
CCOC(=O)N1CCN(C(=O)COc2ccc(S(=O)(=O)NCc3ccccc3)cc2)CC1,0,6,102,6,2,94,98,8,3.1
Cc1cccc(NC(=O)C2CCCN(C(=O)Nc3ccc(F)cc3)C2)c1C (stereo not given),0,-3,105,-2,-4,104,103,10,-7.3
CCOC(=O)c1[nH]c2ccccc2c1NC(=O)c1cc(OC)c(OC)c(OC)c1,0,-2,104,-2,4,89,103,10,1.8
COC(=O)CC(c1ccc(C#N)cc1)n1c(C)ccc1C (stereo not given),0,-1,92,1,0,97,96,5,3.5
COc1cc(C(c2sc3ncnn3c2O)N2CCN(c3ccccc3F)CC2)cc(OC)c1OC (stereo not given),2,7,101,4,2,112,113,7,0.1
CCc1ccc(CN(C(=O)c2oc3ccccc3c2C)C2CCS(=O)(=O)C2)cc1 (stereo not given),0,7,107,7,8,100,92,-10,0.5
Cc1cccc(N2CCN(C(=O)c3cccc(S(=O)(=O)N4CCCCC4)c3)CC2)c1C,6,1,94,·,·,109,86,2,·
Fc1ccc(CNC(=S)Nc2ccccc2F)cc1,0,4,100,2,1,97,101,3,-0.9
CCCCOc1ccc(-c2nc(/C=N/c3nccs3)c(O)o2)cc1,0,-1,105,2,2,83,108,-4,-5.6
COc1ccc(OCC(=O)Nc2ccc3c(c2)C(=O)NC3=O)cc1,0,-5,101,1,4,97,108,-3,-1.0
NC(=O)COC(=O)c1sc2cc(F)ccc2c1Cl,1,-1,88,6,3,114,92,-4,0.5
C=CCN1C(=O)CS/C1=C(\C#N)S(=O)(=O)c1ccc(C)cc1,0,-6,102,-21,-11,93,104,-20,-1.0
Cc1ccc(C(=O)N2CCCC(c3nc4c(nnn4Cc4ccccc4)c(=O)[nH]3)C2)cc1 (stereo not given),1,1,114,3,4,112,98,4,·
CCOc1ccc(-c2nc(CSCC(=O)NCCN3CCOCC3)c(C)o2)cc1,1,5,103,1,6,108,101,-5,-2.6
CSc1cccc(-n2cc(-c3ccc4c(c3)OCO4)[nH]c2=O)c1,3,-1,92,3,2,87,98,-18,-2.4
O/N=C1\CCc2cc(Cl)ccc21,6,-5,102,1,-1,106,106,3,-1.5
CC(C)OC(=O)CSc1nnc(C2CCCCC2)n1N,0,-2,103,-2,0,90,98,2,0.0
Cc1nc(NCCN2CCOCC2)c2nnn(Cc3c(F)cccc3Cl)c2n1,0,1,97,-2,5,106,102,5,-2.2
CCOC(=O)c1cn(CC)c2cc(N3CCCCC3)c(F)cc2c1=O,0,-2,97,16,-8,93,91,5,-8.4
O=S(=O)(c1ccc(F)c(F)c1)N1CCN(S(=O)(=O)c2cccs2)CC1,0,-3,99,-1,3,106,103,14,-1.4
Cc1ccccc1OCCCC(=O)Nc1ccc(N2CCOCC2)cc1,5,-7,108,0,4,100,95,3,-1.1
CCOc1ccc(-c2nc(CSCC(=O)NCCCN3CCCC3=O)c(C)o2)cc1,3,0,99,5,0,93,99,8,-0.4
O=C1CCCc2nn(-c3ccccc3)c(-c3ccncc3)c21,6,7,102,-1,2,105,101,6,-2.4
COc1ccc(C(=O)NCCCn2ccnc2)cc1,1,-2,101,8,4,104,95,7,-0.4
Cc1cc(NC(=O)CSc2nnc(-c3ccccc3)o2)no1,2,10,93,6,2,109,103,-5,-3.1
O=C(Cn1ncc(Cl)c(Cl)c1=O)N1CCOCC1,1,-6,97,3,0,100,·,4,-1.7
O=C(CN1CCOCC1)Nc1nc(-c2ccccc2Cl)cs1,3,1,104,-2,5,94,99,2,-0.3
O=C(NNC(=O)C1CCN(S(=O)(=O)c2ccc(Cl)cc2)CC1)c1ccccc1,0,-10,98,-4,3,107,98,3,-1.3
O=C(CSc1ccc2ccccc2n1)NCCCN1CCCC1=O,1,10,99,·,·,96,89,35,·
CCCc1nnc(NC(=O)c2c(O)c3cccc4c3n(c2=O)CC4)s1,4,-3,95,-8,-1,103,75,8,3.3
COC(=O)c1cc(S(=O)(=O)NCCN2CCOCC2)cn1C,0,-2,105,2,9,110,97,13,-3.5
CCN(CC)C(=O)c1sc(NC(=O)c2ccc(OC)c([N+](=O)[O-])c2)c(C#N)c1C,0,1,98,0,0,120,93,-10,-0.4
Cc1ccc(C(=O)NC(=S)Nc2cccc3nsnc23)cc1,2,3,·,19,2,93,105,-9,-0.7
COc1ccc(NC(=O)CCl)cn1,0,82*,96,111*,105*,108,97,7,-60*
Cc1nn(C)cc1S(=O)(=O)Nc1ccc2c(c1)OCCO2,0,5,101,-2,1,96,102,3,-2.5
Nc1nnc(SCCCC(=O)c2ccccc2)s1,0,-8,104,15,0,125,109,20,-2.6
CCN1CCCC1CNC(=O)Cn1nc(C)n2c(cc3cc(F)ccc32)c1=O (stereo not given),0,-5,91,0,5,111,95,4,4.4
COc1cccc(NC(=O)CN(C)C(=O)/C=C/c2cn(Cc3ccccc3)nc2-c2cccnc2)c1,0,4,94,0,2,97,90,8,-14
Cc1nc(-c2ccc(F)cc2)c(CC(=O)Nc2cccc(S(=O)(=O)N3CCOCC3)c2)s1,0,3,110,-2,0,100,93,0,-3.8
COC(=O)c1ccc(=O)c2nc3/c(=C/O)c(O)cc(=O)c3[nH]c12,67*,4,106,97*,90*,45*,106,-12,·

# Some of these compounds in order of their number in GRK2 aptamer HTS, rising.
structure	GRK2 aptamer HTS	GLD-1 RNA inh	AGP1-GFP MLPCN	MCL1 BIM primary	BCLXL inh	CIT2 TOR yeast	VLA-4 inh	MEX-5 binding
CCOc1ccc(-c2nc(CSCC(=O)NCCCN3CCCC3=O)c(C)o2)cc1	3	0	99	5	0	99	8	-0.4
Cc1ccccc1OCCCC(=O)Nc1ccc(N2CCOCC2)cc1	5	-7	108	0	4	95	3	-1.1
COC(=O)c1ccc(=O)c2nc3/c(=C/O)c(O)cc(=O)c3[nH]c12	67*	4	106	97*	90*	106	-12	·

# Further records.
SMILES,GRK2 aptamer HTS,GLD-1 RNA inh,AGP1-GFP MLPCN,MCL1 BIM primary,BCLXL inh,Yeast superoxide,CIT2 TOR yeast,VLA-4 inh,MEX-5 binding
CC(C)Cc1nc(SCC(=O)NCC2CCCO2)c2c(=O)n(C)c(=O)n(C)c2n1 (stereo not given),1,0,105,0,0,112,110,-6,-0.3
CCOC(=O)c1cc(-c2ccccc2)sc1NC(=O)C(C)C,1,-2,106,1,2,109,93,-2,2.2
CC(C)c1nnc(SCC(=O)NC(C)(C)C)n1C,0,-2,104,-3,5,99,99,-4,-0.2
O=C(CSc1ncccn1)N1CCCc2ccccc21,1,3,108,-3,5,104,114,40,0.0
CC(C)(C)n1ncc2c(=O)n(CC(=O)N3CCCC3)cnc21,1,10,107,2,1,96,100,7,-0.5
Cc1nc2sccn2c(=O)c1Br,1,0,107,-8,0,105,97,7,0.2
CCn1c(SCC(=O)Nc2ccccc2Br)nnc1-c1cnccn1,0,-1,97,3,2,91,111,-8,-1.1
COCCN1C(=O)/C(=C/c2cc3c(cc2Br)OCO3)NC1=S,2,1,97,0,1,110,96,19,-1.1
O=C(NC(=O)N1CCCc2ccccc21)c1ccccc1,0,-15,100,3,-3,104,102,13,0.6
Cc1cc(NC(=O)CSc2nc3c(c(=O)n2-c2ccc(Br)cc2)SCC3)no1,0,0,100,-6,-1,86,98,2,1.6
CCCCC(CC)CNC(=O)C1CCCN(S(=O)(=O)c2cnc[nH]2)C1 (stereo not given),0,6,101,-4,-2,103,95,44,0.8
C=CC[C@@H](CC(=O)N[C@@H](CO)Cc1ccccc1)C(=O)N[C@H](COC(=O)[C@@H](CC=C)CC(=O)OC(C)(C)C)Cc1ccccc1,0,-1,95,·,·,102,97,27,·
COc1ccc(NC(=O)CN(c2ccc(C(C)C)cc2)S(=O)(=O)c2c(C)noc2C)cc1OC,1,-5,97,4,4,110,97,1,0.8
O=C(OCC(CO)OC(CO)n1ccc(=O)[nH]c1=O)c1ccccc1 (stereo not given),1,2,96,1,1,102,85,9,0.3
O=C(CSc1nc2cc(Cl)ccc2o1)c1cccs1,1,1,92,0,2,108,90,-1,-0.4
CCc1c(C)sc(NC(=O)c2cccs2)c1C#N,1,-2,96,-17,4,114,99,-4,1.1
Cc1cc(C2=NNC(=NC3CC3)SC2)c(C)n1-c1c(C)n(C)n(-c2ccccc2)c1=O,0,4,96,5,-2,113,99,-3,-0.7
O=C(CCN1C(=O)c2ccccc2C1=O)N1CCC(c2ccccc2)C1 (stereo not given),0,5,100,1,0,95,94,40,0.1
COC(=O)c1cc(S(=O)(=O)NCC2CCN(Cc3cc(C)ccc3C)CC2)c[nH]1,0,-2,86,-4,4,110,91,-2,2.4
CCOC(=O)COc1cccc2c(=O)n(CC(=O)NCc3ccc(F)cc3)ccc12,2,-2,102,1,6,105,89,32,-0.7
O=C(Cc1ccc(Br)cc1)NCCN1CCOCC1,0,0,99,7,-2,100,103,5,1.1
CS(=O)(=O)N(Cc1ccccc1)c1ccccc1C(=O)O,3,-8,96,2,-1,92,96,8,3.4
C=CC[C@@H](CC(=O)NCCO)C(=O)N[C@@H](COC(=O)[C@@H](CC=C)Cc1ccc(F)cc1)Cc1ccccc1,1,1,97,·,·,81,97,10,·
CCOC(=O)c1nn(-c2ccccc2C)c2nc(-c3ccc(Cl)cc3)c(C#N)c(=O)n12,0,5,77[may fluoresce violet],14,5,106,?,22,-0.3
CCC1=NN(C(=O)c2ccc(Br)cc2)C(O)(c2ccc(C)cc2)C1 (stereo not given),1,3,94,16,5,96,90,3,0.1
O=C(/C=C/c1ccccc1)NCCN1CCOCC1,0,0,101,-8,3,109,102,-7,0.9
Cc1ccc(NC(=O)CN2C(=O)C3C4C=CC(C4)C3C2=O)cc1 (stereo not given),3,9,91,0,6,94,96,1,0.8
Cc1ccc(CNC(=O)CS(=O)Cc2nc(-c3cccs3)oc2C)cc1 (stereo not given),7,-6,101,3,-2,107,103,2,0.6
Cc1ccc(S(=O)(=O)N2CCN(Cc3ccco3)CC2)c(C)c1,3,-1,84,-2,3,97,86,0,-1.0
O=C(c1ccccc1)N1CCCC(C(=O)N2CCCCC2)C1 (stereo not given),0,4,106,9,3,92,104,15,0.2
COC(=O)c1cc(C(=O)c2ccc(Cl)cc2)n2c(=O)/c(=C\N(C)C)sc12,0,4,105,-2,0,104,104,-14,·
O=C(Nc1ccc(Br)cc1F)C1CCCN(S(=O)(=O)c2cnc[nH]2)C1 (stereo not given),3,2,103,-1,0,99,102,7,-1.8
CCCS(=O)(=O)N1CCN(Cc2ccncc2)CC1,2,3,108,0,4,103,103,-7,-1.8
Cc1cc(NC(=O)CSc2nc3cc(Cl)ccc3o2)no1,0,-1,101,2,1,91,105,0,-2.0
Cn1c(CC(=O)NCCO)c(Sc2ccccc2)c2ccccc21,0,4,104,-1,4,101,103,19,0.5
COc1ccc(/C=N/NC(=O)CNc2ccc(Br)cc2)c(C(=O)O)c1OC,3,-1,97,1,3,84,103,0,-3.0
O=C(C1CCCCC1)N1CCC(n2nnc3ccccc32)CC1,3,2,105,9,7,88,107,-16,1.2
COc1ccccc1-c1nnc(SCC(=O)N2CCOCC2)o1,1,9,101,6,1,93,96,11,0.6
Cc1ccc(S(=O)(=O)NC(C(=O)N2CCOCCOCCOCCOCC2)C(C)C)cc1 (stereo not given),0,9,102,-2,1,109,109,-3,-0.5

# Compound activity deposited in PubChem by several laboratories.
